FEN1 inhibitor: inhibitors of human flap endonuclease 1; 390,000 compounds, 0.35% hits; Potency, µM (top dose mostly 114 µM), inactives show top-dose activity change, negative = inhibition, actives largely listed as inhibitors; Recombinant FEN1 flap cleavage, fluorescence, 15 min; AID 588795; also: nearly all actives have a fitted effect of over 65% in size
Target sequence (P39748 whole entry, looked up): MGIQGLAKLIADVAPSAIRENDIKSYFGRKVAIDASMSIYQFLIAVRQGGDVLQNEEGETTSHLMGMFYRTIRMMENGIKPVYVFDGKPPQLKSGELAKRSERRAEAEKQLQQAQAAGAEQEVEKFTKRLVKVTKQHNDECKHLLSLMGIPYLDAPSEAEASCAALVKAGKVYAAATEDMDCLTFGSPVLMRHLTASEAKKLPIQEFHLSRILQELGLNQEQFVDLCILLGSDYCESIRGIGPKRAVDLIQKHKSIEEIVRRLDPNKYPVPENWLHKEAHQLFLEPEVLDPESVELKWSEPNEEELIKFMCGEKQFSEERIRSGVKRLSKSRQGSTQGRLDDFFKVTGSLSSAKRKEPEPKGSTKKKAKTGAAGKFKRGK
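Recombinant FEN1 (10 nM) was preincubated with pin-transferred compounds for 15 min at room temperature, then flap DNA substrate (50 nM final) was added. Plates were read at 0 and 15 min, and normalized concentration–response data were fitted to a four-parameter Hill equation.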
N370S GC: inhibitors or activators of N370S glucocerebrosidase for Gaucher disease; Potency, µM (doses to about 59.4 µM), without a hit: at the highest dose activity change, negative = inhibition, usual class: inhibitors; N370S GC spleen homogenate, 4MU-glucoside fluorescence; AID 2101; 330,000 compounds, 0.092% hits;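 also: 0% = full enzyme activity and -100% = no enzyme basal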
DT40 TDP1 CPT: DT40-hTDP1 cell growth loss with CPT. AID 686979. chicken DT40 Tdp1-/-;hTDP1 cells + 20 nM CPT, ATP luminescence, 48 h. 420,000 compounds, 12% hits. Potency, µM (top dose mostly 46.2 µM), for the others: at the top dose activity change, negative = growth inhibition, actives largely listed as inhibitors; also: nearly all actives have a fitted effect of over 55% in size
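Chicken DT40 Tdp1-/- cells stably complemented with human TDP1 were seeded at 400 cells/well in medium containing 20 nM camptothecin, exposed to pin-transferred compounds, and grown at 37 °C for at least 48 hr. Viability was read as ATP luminescence.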
An asterisk follows results filed as active; u = inconclusive; x = not tested or not shown; & = joins results of further samples. Calls follow the shape of the dose curve; as a rule, active = well fitted curve in the direction sought with a large enough effect; inconclusive = small, poorly fitted or top-dose-only effect, or another doubt; inactive = no such curve, though single readings can be large; an effect the other way counts as inactive or inconclusive. Unless noted, % is scaled to controls: 0 for no effect and ±100 for the full control effect; potency is read from the fitted curve at half-maximal effect.

SMILES	FEN1 inhibitor	N370S GC	DT40 TDP1 CPT
CCOC(=O)N1CCC(NC(=O)c2cc(S(=O)(=O)N3CCc4ccccc43)cn2C)CC1	-21%	-15%	-17%
COc1ccccc1CC(=O)NNS(=O)(=O)c1ccccc1[N+](=O)[O-]	-1%	-3%	0%
Cn1c(SCC(=O)c2c(N)n(C)c(=O)n(C)c2=O)nnc1-c1ccccc1	4%	15%	-1%
Cc1ccc(C(=O)NCc2nnc3c(C(F)(F)F)cc(Cl)cn23)o1	1%	-18%	-16%
O=C(COC(=O)/C=C/c1cccc(F)c1)NC1CC1	0%	x	-3%
CC(=O)c1ccc(N2CC(C)(C)C2=O)cc1	-10%	-2%	7%
CN1CCN(C(=O)Nc2ccccc2CC[N+](=O)[O-])CC1	-22%	-9%	-17%
COc1ccc(CN(C)S(=O)(=O)c2nnc(NC(=O)c3ccccc3OC)s2)cc1OC	7%	-5%	u
COc1ccc(/C=c2\sc3nc(-c4ccccc4)c(-c4ccccc4)n3c2=O)cc1OC	2%	-16%	u
COc1cccc(NC(=O)COC(=O)CNS(=O)(=O)c2c(F)cccc2F)c1	-2%	5%	-1%

Part of the list above with just FEN1 inhibitor.
SMILES	FEN1 inhibitor
CCOC(=O)N1CCC(NC(=O)c2cc(S(=O)(=O)N3CCc4ccccc43)cn2C)CC1	-21%
COc1ccccc1CC(=O)NNS(=O)(=O)c1ccccc1[N+](=O)[O-]	-1%
Cn1c(SCC(=O)c2c(N)n(C)c(=O)n(C)c2=O)nnc1-c1ccccc1	4%
Cc1ccc(C(=O)NCc2nnc3c(C(F)(F)F)cc(Cl)cn23)o1	1%
O=C(COC(=O)/C=C/c1cccc(F)c1)NC1CC1	0%
CC(=O)c1ccc(N2CC(C)(C)C2=O)cc1	-10%
CN1CCN(C(=O)Nc2ccccc2CC[N+](=O)[O-])CC1	-22%

(more compounds)
SMILES	FEN1 inhibitor	N370S GC	DT40 TDP1 CPT
Cc1[nH]c2ccccc2c1C(=O)C(C)OC(=O)c1ccccc1NCCO (stereo not drawn)	7%	u	u
O=C(CCC(=O)Nc1ccc(F)cc1)N/N=C/c1ccccc1	-14%	-19%	0%
COc1ccc(S(=O)(=O)CC(=O)c2cc(C)c(O)c(C)c2)cc1	16%	u	u
COc1ccccc1Nc1nc(N)nc(CN2CCC(Cc3ccccc3)CC2)n1	-15%	1%	u
C=C(C)C1CC=C(C)/C(=N/NC(=O)c2ccc(NC(=O)CC)cc2)C1 (stereo not drawn)	-2%	-7%	-4%
Cn1c(=O)c2c(nc(CN3CCN(c4ccccc4)CC3)n2Cc2ccccc2Cl)n(C)c1=O	3%	3%	u
CC(=O)C1[C@H](N(C)C)CC2C3CC=C4CC(O)CC[C@]4(C)C3CC[C@@]21C (stereo partly drawn)	14%	1%	3%
CC(C)n1nc(C(=O)OCC(=O)N2CC(=O)Nc3ccccc32)c2ccccc2c1=O	17%	5%	-16%
C/C(=N\NC(=O)COc1ccccc1[N+](=O)[O-])c1cccc(NC(=O)c2ccncc2)c1	u	-5%	u
COc1ccc(N2CCN(C(=O)Nc3ccc(Cl)cc3)CC2)cc1	4%	x	-22%
COc1ccc(-c2cc3c(=O)n(CC(=O)N4CCCC4)ncn3n2)cc1	-6%	-8%	-16%
CCCN1CCc2c(sc(NC(=O)CCS(=O)(=O)c3ccccc3)c2C(N)=O)C1	2%	-6%	u
COC(=O)c1c(NC(=O)/C=C/C(=O)O)sc(C)c1-c1ccc(C(C)C)cc1	-1%	-4%	4.6µM*
O=C(COC(=O)C1CCN(c2ccc(C(F)(F)F)cn2)CC1)NC1CCCCC1	-2%	-1%	-27%
CN(C)S(=O)(=O)c1cccc(C(=O)Nc2ccccc2[N+](=O)[O-])c1	13%	5%	u
COc1ccc(-c2nc3cnc(N4CCN(C)CC4)nc3n(Cc3ccc(F)cc3)c2=O)cc1	x	-13%	u
CCOc1ccc(C(=O)Nc2cnn(Cc3ccc(Cl)c(Cl)c3)c2)cc1	-9%	11%	u
COc1cc(C(=O)/C=C/c2cccnc2)ccc1O	7%	-4%	u
O=C(NC12CC3CC(CC(C3)C1)C2)N1CCC(n2nnc3ccccc32)CC1	-6%	-15%	u
CC(C)(C)c1ccc(C2SCC(=O)N2c2cccc(C(=O)O)c2)cc1 (stereo not drawn)	20%	0%	-4%
Cc1onc(-c2ccccc2)c1C(=O)OCC(=O)N1CCC(C)CC1	-13%	x	-12%
O=C(NCCCN1CCN(c2ccccc2F)CC1)c1cc2c(s1)-c1ccccc1OC2	-22%	x	u
CCC(Sc1nnc(-c2ccc(OC)c(OC)c2)c(-c2ccc(OC)c(OC)c2)n1)C(=O)NC1CCCC1 (stereo not drawn)	10%	x	16µM*
O=C(NN1C(=O)/C(=C/C=C/c2ccco2)SC1=S)c1ccncc1	7.1µM*	-19%	-20%
COc1ccccc1OCc1nnc(SCC(=O)Nc2ccc(N3CCOCC3)cc2)n1C	5%	1%	8%
CCc1ccc(C(=O)c2cc3ccc(O)cc3oc2=O)cc1	7%	1%	14%
CCN(c1ccccc1)c1nnc(NC(=O)Nc2cccc(C(F)(F)F)c2)s1	21%	x	-22%
CCOc1ccc(S(=O)(=O)N2CCCCC2)cc1NS(=O)(=O)c1cccs1	-6%	x	7%
Oc1ccc(-c2[nH]ncc2-c2ccc(Br)cc2)c(O)c1	-20%	-22%	-19%
COc1ccc(N2CCN(C(=O)CN3C(=O)NC(C)(C4CC4)C3=O)CC2)cc1 (stereo not drawn)	-6%	x	4%
C/C=C1\COC(C(=O)NCc2ccccc2)(C(F)(F)F)C=C1C=C1CCCCC1 (stereo not drawn)	-14%&-29%	-6%	u
O=C(Nc1ccc(Br)cc1)c1ccc(F)c(S(=O)(=O)N2CCc3ccccc32)c1	-11%	x	23µM*
Cc1ccc(C)c(OCC(=O)Nc2c(C)n(C)n(-c3ccccc3)c2=O)c1	-12%	x	-6%
Cc1ccc(C2C=C(c3ccccc3)Nc3nc(N4C(=O)CCC4=O)nn32)cc1 (stereo not drawn)	-2%	-2%	2%
Cc1ccc(-n2c(=O)c3ccc(C(=O)NCc4ccccc4Cl)cc3n(CC(=O)Nc3cccc(F)c3)c2=O)cc1	-5%	x	u
NC(=O)CN1N=C(c2cc(Cl)sc2Cl)CSC1=O	6%	5%	-12%
O=C(Cc1ccccc1)Nc1nc2ccccc2s1	-1%	5%	-8%
O=C1/C(=C/c2cccs2)SC(=S)N1C1CCS(=O)(=O)C1 (stereo not drawn)	10%	8%	15µM*
CCN(CC)S(=O)(=O)c1cccc(NC(=O)COC(=O)C2=COCCO2)c1	-4%	x	-16%
CC(C)(C)OC(=O)N1CC23CC(c4ccc(F)cc4)C(CC2S1(=O)=O)O3 (stereo not drawn)	-16%	-3%	x

Reformatted: entries from further up
SMILES,FEN1 inhibitor,N370S GC,DT40 TDP1 CPT
O=C(Nc1ccc(Br)cc1)c1ccc(F)c(S(=O)(=O)N2CCc3ccccc32)c1,-11%,x,23µM*
NC(=O)CN1N=C(c2cc(Cl)sc2Cl)CSC1=O,6%,5%,-12%
O=C1/C(=C/c2cccs2)SC(=S)N1C1CCS(=O)(=O)C1 (stereo not drawn),10%,8%,15µM*
O=C(Cc1ccccc1)Nc1nc2ccccc2s1,-1%,5%,-8%
CCN(CC)S(=O)(=O)c1cccc(NC(=O)COC(=O)C2=COCCO2)c1,-4%,x,-16%
Cc1ccc(-n2c(=O)c3ccc(C(=O)NCc4ccccc4Cl)cc3n(CC(=O)Nc3cccc(F)c3)c2=O)cc1,-5%,x,u

Next compounds follow:
SMILES	FEN1 inhibitor	N370S GC	DT40 TDP1 CPT
O=C(O)Cc1ccc2c(c1)N(S(=O)(=O)c1cccs1)CC(C(=O)O)O2 (stereo not drawn)	-3%	0%	-9%
CCN1CCc2nc3sc(C(=O)c4ccc(F)cc4)c(N)c3cc2C1	u	x	u
O=C(N=C1SC2CS(=O)(=O)CC2N1c1cc(Cl)ccc1Cl)C1CCCO1 (stereo not drawn)	18%	1%	1%
O=C(CN1CCOCC1)Nc1cccc(S(=O)(=O)N2CCCCCC2)c1	0%	2%	1%
C#CCN(C(=O)c1cc(COc2ccc(C)c(C)c2)on1)C1CCCCC1	-6%	0%	u
O=C(C1=C[C@H](c2ccc(Br)cc2)C[C@H](OCc2ccc(CO)cc2)O1)N1CCN(Cc2ccc3c(c2)OCO3)CC1	-10%	-21%	u
COc1ccc(-c2ccc([C@H]3[C@H]4C=CC[C@@H](C)[C@@H]4C(=O)N3Cc3ccccc3)c(F)c2)cc1OC	-8%	5%	18µM*
CCc1nc(SCC(=O)N2c3ccccc3Sc3ccccc32)c2ccccc2n1	-3%	6%	u
Cn1c(=O)c2[nH]c(Nc3ccccc3)nc2n(C)c1=O	2%	0%	u
C=CCSc1nc(N)c(C#N)c(-c2ccccc2)c1C#N	-10%	1%	-12%
COc1ccc(-c2nnn(Cc3nc(N)nc(N4CCCCC4)n3)n2)cc1	-16%	-6%	-15%
Cc1ccc(NC(=O)CN(c2ccc3c(c2)OCO3)S(=O)(=O)c2c(C)n[nH]c2C)cc1	-2%	0%	-24%
C[C@H](CO)N1C[C@H](C)[C@@H](CN(C)S(=O)(=O)c2ccccc2)Oc2ccc(NC(=O)CCN3CCOCC3)cc2C1=O	-15%	x	5%
COc1ccc(NC2CCCN(C(=O)CCN3Cc4ccccc4C3=O)C2)cc1 (stereo not drawn)	0%	2%	-18%
Cc1ccccc1C(=O)OC1OC(=O)C(Cl)=C1Nc1ccc(C(=O)O)cc1 (stereo not drawn)	-3%	-1%	u
COC(=O)c1ccnc(SCC(=O)c2ccccc2)c1	12%	3%	-3%
O=C(NN1C(=O)c2ccccc2NC1c1ccc([N+](=O)[O-])o1)c1ccccc1 (stereo not drawn)	-6%	-3%	u
Cc1ccc(S(=O)(=O)NC(CCc2ccccc2)CC(=O)C(C)(C)C)cc1 (stereo not drawn)	-8%	24%	23µM*
Cc1nonc1NC(=O)CSc1nnc(-c2ccoc2C)n1-c1cccc(Cl)c1	3%	-6%	-24%
Cc1ccc(/C=N/NC(=O)c2csc(C)c2)o1	3%	-14%	6%
O=S(=O)(Cc1nnnn1-c1ccccc1)c1ccc(F)cc1	19%	-1%	7%
O=C(NCc1cccc(C(F)(F)F)c1)C1CC(c2ccc(C(F)(F)F)cc2)=NO1 (stereo not drawn)	-6%	0%	-13%
Cc1cc(C)n(-c2nc3ccccc3n3nnnc23)n1	0%	u	1%
COC(=O)c1c(C(=O)OC)c2ccccn2c1C(=O)c1ccc([N+](=O)[O-])cc1	-6%	-19%	0%
CCOC(=O)N1CCN(C(=O)CSc2nnc(Cn3c(=O)sc4ccccc43)n2C)CC1	20%	1%	3%
O=C(O)c1ccc(NC(=O)c2ccccc2Br)c(NC(=O)c2ccccc2Br)c1	5%	-2%	1%
CCN(CC)C(=O)c1c(Cl)nc(C)c([N+](=O)[O-])c1C	1%	-1%	3%
CCc1cc2c(=O)c(-c3cnn(-c4ccccc4)c3)c(C)oc2c(CN2CCCCC2)c1O	-5%	10%	u
CCCCn1c(N)c(N(CCOC)C(=O)C2CCN(S(=O)(=O)c3ccc(C)cc3)CC2)c(=O)[nH]c1=O	-2%	-10%	3%
Cc1c([N+](=O)[O-])c(C(=O)N2CCCC2)nn1C	-16%	-6%	-7%
O=C1c2ccccc2C(O)(Cc2ccccc2)N1c1ccc2c(c1)OCO2 (stereo not drawn)	-20%	-1%	u
CCOC(=O)c1c(-c2ccccc2)csc1NC(=O)c1cc2ccccc2oc1=O	-1%	4%	u
Cc1ccccc1NS(=O)(=O)c1ccc(-c2ccc(=O)[nH]n2)o1	-2%	3%	-3%
CC(=O)NS(=O)(=O)c1ccc(NC(=O)c2ccccn2)cc1	2%	11%	-14%
NC(=O)c1c(NC(=O)COC(=O)c2ccc(S(=O)(=O)Nc3ccccc3)cc2)sc2c1CCCC2	4%	-12%	u
CCOCCn1c(=O)c2c(nc3n2CCN3c2ccc(C)c(C)c2)n(C)c1=O	9%	-15%	4%
CCOC(=O)C1CCN(C(=O)/C=C/c2ccccc2OC)CC1	2%	22%	-2%
Cc1noc(C)c1CS(=O)(=O)c1ccc([N+](=O)[O-])cc1	6%	1%	-17%
COc1ccc(OC)c(NC(=O)CCN2CCN(C/C=C/c3ccccc3)CC2)c1	-14%	-3%	u
O=CN1CCN(C(=O)Cc2ccc([N+](=O)[O-])cc2)CC1	4%	1%	-2%
COc1cccc(S(=O)(=O)Nc2noc3ccccc23)c1	2%	-5%	4%
CC(C)C(=O)Nc1c(-c2cccs2)c(=O)c2ccccc2n1C	-11%	5%	0%
CCN1CCCC1CN=Cc1c(O)n(-c2ccccc2)c(=O)c2ccccc12 (stereo not drawn)	4%	-18%	-8%
COc1cc(OC)cc(C(=O)N2CCC(C(=O)NCCc3ccccc3)CC2)c1	-10%	-6%	7.3µM*
O=C(NCc1ccccn1)C(=O)NCc1ccccn1	-3%	-4%	11%
COCCn1nnnc1C(c1ccc(OC)c(OC)c1)N1CCN(c2nc3ccccc3s2)CC1 (stereo not drawn)	1%	2%	-60%
O=C(N/N=C/c1cccc(Oc2ccccc2)c1)c1cccc(Br)c1	1%	23%	u

Only part of the results is shown; count on the stated rates, not on these rows.
